# Bioassay records from PubChem BioAssay.
# STK33 inh: inhibitors of purified STK33 kinase, primary screen, biochemical, ADP-Glo luminescence, homogeneous, cell-free. AID 2661, 2010. MBP phosphorylation. inhibition, % at 10 µM. 320,000 tested, 0.073% active;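 active = inhibition at or above 25%, using the most active replicate where run in duplicate; inactive = inhibition below 25%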
# Target sequence (Q9BYT3 whole entry, looked up): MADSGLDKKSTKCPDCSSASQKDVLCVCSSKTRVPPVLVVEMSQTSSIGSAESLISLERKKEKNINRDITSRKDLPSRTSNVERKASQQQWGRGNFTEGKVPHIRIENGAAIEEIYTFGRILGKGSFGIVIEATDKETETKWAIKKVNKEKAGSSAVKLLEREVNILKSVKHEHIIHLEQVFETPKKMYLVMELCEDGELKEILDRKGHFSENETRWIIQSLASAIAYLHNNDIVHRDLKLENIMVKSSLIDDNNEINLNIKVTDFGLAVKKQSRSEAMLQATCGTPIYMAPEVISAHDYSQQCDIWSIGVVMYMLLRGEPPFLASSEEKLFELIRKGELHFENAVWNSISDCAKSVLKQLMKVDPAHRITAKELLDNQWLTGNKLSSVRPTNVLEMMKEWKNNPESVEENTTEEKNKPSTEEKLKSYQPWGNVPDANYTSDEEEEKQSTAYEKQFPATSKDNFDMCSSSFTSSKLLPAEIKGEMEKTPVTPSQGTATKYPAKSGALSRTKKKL
# OX1R antag: antagonists of human orexin 1 receptor (OX1R). inhibition, % at 6.6 µM. AID 485270, 2010. OX1R-expressing cells, FRET antagonist read-out. 330,000 tested, 1.8% active; in the data active = inhibition mostly above about 38%, no sharp cut-off; inactive = mostly below about 40%;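 note: 0% = agonist challenge alone and 100% = reference antagonist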
# Target sequence (O43613 whole entry, looked up): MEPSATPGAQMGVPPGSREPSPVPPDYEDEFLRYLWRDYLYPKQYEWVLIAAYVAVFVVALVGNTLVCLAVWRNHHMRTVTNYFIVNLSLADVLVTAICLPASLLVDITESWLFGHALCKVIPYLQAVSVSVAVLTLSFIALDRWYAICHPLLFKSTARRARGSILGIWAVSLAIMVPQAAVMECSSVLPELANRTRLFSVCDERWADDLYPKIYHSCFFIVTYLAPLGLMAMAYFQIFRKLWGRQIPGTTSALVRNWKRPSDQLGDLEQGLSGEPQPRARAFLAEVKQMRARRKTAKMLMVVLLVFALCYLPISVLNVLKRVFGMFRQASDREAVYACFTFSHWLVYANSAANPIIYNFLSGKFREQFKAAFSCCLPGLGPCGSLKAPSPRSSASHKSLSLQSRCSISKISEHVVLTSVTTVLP
# * hit, by the source's call; . = no result given.
# Fields: STK33 inh | OX1R antag
> N#Cc1ccc(COC(=O)c2ccc(N3CCCC3)c([N+](=O)[O-])c2)cc1
→ -0.9 | 10
> CC(c1ccco1)N(C(=O)c1ccc(F)cc1)c1ccccn1 (configuration not stated)
→ -1.1 | 29
> CCN(C(=O)CSc1nc2ccccc2c(=O)n1Cc1ccc(C)cc1)C1CCS(=O)(=O)C1 (configuration not stated)
→ -0.1 | 0
> COc1ccc(C2CC(c3cccs3)=NN2C(=O)CSc2nnc(N)s2)cc1OC (configuration not stated)
→ -0.3 | 9
> CCOc1ccccc1N1CCN(c2nc(N)c(C#N)c(CC#N)c2C#N)CC1
→ -1.8 | 12
> Cc1ccc(C(=O)N(c2ccccn2)C(C)c2ccco2)cc1C (configuration not stated)
→ 4.1 | 15
> CC1(C2CC2)NC(=O)N(CC(=O)Nc2ccccc2-c2ccccc2)C1=O (configuration not stated)
→ -0.1 | 17
> O=C(CSc1ccc(-c2cccnc2)nn1)N1CCCC1
→ -1.4 | 12
> O=C(COc1ccccc1)N1CCc2ccccc2C1
→ 0.8 | -2
> COC(=O)Nc1nnc(-c2ccco2)s1
→ -1.2 | 17
> Cc1ccc(S(=O)(=O)NCCCCCC(=O)Nc2ccccn2)cc1
→ 0.5 | 8
> CCc1ccc(NC(=O)CSc2nc3cc(C(=O)OC)ccc3c(=O)n2Cc2ccco2)cc1
→ -0.7 | 6
> COc1cc(C(CCN2CCCCC2)c2c(OC)cc(OC)c3c(-c4ccccc4)cc(=O)oc23)cc(OC)c1OC (configuration not stated)
→ 1.0 | 9
> CCCN1CCCc2cc(CN(CCCN3CCOCC3)C(=O)Nc3ccc(OCC)cc3)ccc21
→ 0.0 | 7
> COc1ccc(OC)c2sc(NNC(=O)COc3ccccc3)nc12
→ 1.8 | 5
> O=C(CSCc1ccc([N+](=O)[O-])cc1)NC1CCCCCC1
→ -0.1 | 26
> Cc1ccc(C(=O)CSc2nnc(COc3ccc(C#N)cc3)n2-c2ccccc2)cc1
→ -0.1 | 14
> O=C(CSc1nc2c(c(=O)n1-c1ccc(Br)cc1)SCC2)NCc1ccco1
→ 0.0 | 36
> COc1ccccc1OCCOCCOc1ccc(C)cc1Br
→ 0.1 | 14
> Cc1ccccc1COC[C@H](CC(C)C)N1CCN(C(=O)c2cccc(C(F)(F)F)c2)CCC1=O
→ 0.4 | 6
> Cc1cccc(Cc2nnc(CCC(=O)N3CCCC(CN4CCOCC4)C3)o2)c1 (configuration not stated)
→ -0.6 | 5
> COc1ccc(C2/C=C\CN(C(=O)C3CC3)CC(=O)N2Cc2ccc(F)cc2)cc1 (configuration not stated)
→ 0.3 | 13
> Clc1ccc(-c2[nH]ncc2N=Nc2ccccc2)cc1
→ -0.7 | 8
> Cn1c(=O)c2c(nc(CN3CCOCC3)n2CCCO)n(C)c1=O
→ 0.3 | 17
> CCSC(=Nc1ccccc1)N1CCOCC1
→ -0.8 | 7
> CC(=C\C(=O)O)/C(=C/c1ccccc1)C(=O)O
→ -1.9 | 9
> COc1ccccc1CNCC(=O)Nc1cc(S(=O)(=O)N2CCCCC2)ccc1C
→ . | 12
> CC(C)CC(NC(=O)C(CC(C)C)NC(=O)OC(C)(C)C)C(=O)O (configuration not stated)
→ -0.1 | 5
> Cc1cccc2c1Sc1ccccc1CC2=O
→ -0.2 | 12
> O=C(/C=C/c1ccc(Cl)cc1Cl)NCc1ccco1
→ -1.7 | 12
> Cc1c(C(=O)N2CCN(c3ccccc3F)CC2)oc2c1C(=O)CC(C)(C)C2
→ 0.5 | 10
> CC(=O)ON1C(C)(C)CC(OC(=O)c2ccccc2)CC1(C)C
→ -2.3 | 30
> O=C(CNC(=O)Cc1ccccc1)NCc1cccc(C(F)(F)F)c1
→ 1.1 | 9
> COc1cc(NC(=O)CN2C(=O)NC(c3ccccc3)(c3ccccc3)C2=O)c(C)cc1[N+](=O)[O-]
→ -1.2 | 5
> Cc1ccc(NC(=O)CCC(=O)Nc2ccc(C)cc2)cc1
→ 0.9 | 11
> Fc1cccc(F)c1/C=N/NC(=S)Nc1cccnc1
→ -0.6 | 7
> Cc1nc(SCc2nc3c(O)cccc3[nH]2)c2oc3ccccc3c2n1
→ -1.6 | 25
> Cc1cccn2c(=O)c3cc(C(=O)NC4CCCC4)c(=N)n(C4CCCCC4)c3nc12
→ -0.4 | 27
> Cn1nc(C(F)(F)F)c(CO)c1Sc1ccc(F)cc1
→ -0.6 | 15
> C=CCNc1ncnc2c1cnn2-c1cccc(C)c1
→ 4.2 | 9
> CC1CC1C(=O)Nc1cc(C(F)(F)F)ccc1N1CCOCC1 (configuration not stated)
→ 0.1 | 16
> NC(=O)c1cc(S(=O)(=O)Nc2cccc(Cl)c2)cs1
→ -1.2 | -2
> CCOc1ccc(NC(=O)COC(=O)Cc2ccc(S(=O)(=O)N3CCOCC3)s2)cc1
→ -0.7 | -6
> CCCCS/C(=C(/C#N)C(N)=O)c1cc2c([nH]1)CCCC2
→ 2.1 | 27
> CCC(C)(C)n1nnnc1C(c1cccs1)N1CCc2ccccc21 (configuration not stated)
→ -4.7 | 9
> C=CCn1c(SCC(=O)c2cc(C)n(CCOC)c2C)nc2sc(C)c(C)c2c1=O
→ 0.0 | 0
> Clc1ccc(CSc2nnnn2-c2ccc3c(c2)OCO3)c(Cl)c1
→ 1.0 | 19
> Cc1cc(Cl)ccc1OCC(O)CN1C(C)CCCC1C (configuration not stated)
→ -0.5 | -1
> Cn1nnnc1SCc1c(F)cccc1F
→ -0.2 | 20
> CN(C)C(CNc1ccc(C(F)(F)F)cc1[N+](=O)[O-])c1ccccc1 (configuration not stated)
→ 2.9 | 42

# (more compounds)
# Fields: STK33 inh | OX1R antag
> O=C(C[n+]1ccc(C(=O)N/N=C/c2ccc(OCc3ccccc3)cc2)cc1)c1ccccc1
→ -0.7 | 37
> Cc1ccc2c(Cl)cc(Cl)c(OCC(=O)N3CCOCC3)c2n1
→ -0.4 | 5
> Cc1ccc(C(=O)NNc2c3ccccc3nc3ccccc23)cc1
→ 0.5 | 15
> O=C(Nc1ccccc1)c1ccc(NCCN2C(=O)CCC2=O)c([N+](=O)[O-])c1
→ -1.1 | 20
> O=C(CNC(=S)N(Cc1ccccc1)Cc1ccccc1F)NCCc1ccccc1
→ 1.0 | -1
> COc1ccc(C2=NOC(Cn3nc(C(=O)NCc4cccc(Br)c4)cc3-c3ccccc3)C2)cc1 (configuration not stated)
→ -1.0 | 17
> COCCSc1nnc(NC(=O)C2CCN(C(=O)c3ccco3)CC2)s1
→ -1.8 | 12
> CCOC(=O)C(NC(=O)CC)(Nc1ccc(S(=O)(=O)Nc2onc(C)c2C)cc1)C(F)(F)F (configuration not stated)
→ -2.4 | 21
> O=C(Cc1ccc(F)cc1)N1CCC(N2CCC(C(=O)N3CCOCC3)CC2)CC1
→ -0.9 | 3
> Cc1ccc(Sc2cnc(N)nc2C)cc1
→ 2.1 | 22
> Cc1ccc(S(=O)(=O)NC(CC(C)C)C(=O)NCC(C)(C)N2CCOCC2)cc1 (configuration not stated)
→ -0.8 | 9
> CCC(C)NS(=O)(=O)c1ccc(-c2csnn2)s1 (configuration not stated)
→ -1.8 | 15
> O=C(c1ccc2c(=O)n(CC3CCCO3)c(=S)[nH]c2c1)N1CCN(c2ccccc2)CC1 (configuration not stated)
→ -2.9 | 7
> COc1ccc(N2CCN(C(CNS(C)(=O)=O)c3ccco3)CC2)cc1 (configuration not stated)
→ -0.2 | 10
> O=C(CN1CCN(c2ccc(O)cc2)CC1)Nc1ccc2c(c1)OCCO2
→ -1.6 | 14
> COc1ccc(NC(=O)/C(C#N)=C\c2cc(OC)c(OCc3ccc(C(=O)O)cc3)cc2Br)cc1
→ -0.3 | 6
> O=C(OCc1nc2scc(-c3ccccc3)c2c(=O)[nH]1)c1ccco1
→ 1.0 | 25
> Cc1cccc(OCC(=O)NCC(c2cccs2)N2CCOCC2)c1 (configuration not stated)
→ 0.1 | 15
> CCCCN1C(=O)c2ccc(C(=O)Nc3ccc(C)c(S(=O)(=O)N(C)C)c3)cc2C1=O
→ -1.7 | 19
> Cc1cc(NC(=O)c2ccc(C#N)cc2)on1
→ 1.6 | 25
> CC(C)CN(C(=O)CSc1n[nH]c(-c2cccs2)n1)C1CCS(=O)(=O)C1 (configuration not stated)
→ 0.9 | -2
> O=C(Nc1cc(C(F)(F)F)ccc1N1CCOCC1)c1cccc(F)c1
→ -0.1 | 5
> COc1cccc(CNC(=O)c2cc3oc4ccccc4c3n2C)c1OC
→ 0.0 | 33
> Cc1ccc(CN2CCNC(=O)C2CC(=O)N(Cc2c(C)nn(C)c2C)C2CC2)o1 (configuration not stated)
→ -1.5 | 12
> CCOC(=O)c1c(NC(=O)c2cc3n(n2)C(C(F)(F)F)CC(c2ccccc2)N3)sc(C)c1C (configuration not stated)
→ -2.1 | 11
> CC(=O)N(C)c1ccc(NC(=S)NCC(C)C)cc1
→ -1.2 | 3
> CC(C)(C)NCCCOc1ccc(Cl)cc1C(C)(C)C
→ -1.7 | 8
> CN(C(=O)c1ccc(NC(=O)C2CCCN(C(=O)OC(C)(C)C)C2)cc1)C1CCC1 (configuration not stated)
→ 0.1 | 8
> CN(C)c1ccc(CNC23CN4CN(CN(C4)C2)C3)cc1
→ -0.6 | -1
> COc1ccc(NC(=O)c2sc(N3CCOCC3)nc2-c2ccccc2)c(OC)c1
→ -3.1 | 12
> Cc1occc1C(=O)NC(C)CCc1ccccc1 (configuration not stated)
→ -2.1 | 16
> O=S(=O)(c1cccc(COc2ccc(Cl)cc2Cl)c1)N1CCOCC1
→ -1.4 | 8
> COc1cc2c(C#CCCCO)c(-c3ccc(C#N)cc3)oc(=O)c2cc1OC
→ -1.2 | -1
> COc1cc2cc(C(=O)N/N=C/c3ccccc3Cl)[nH]c2cc1OC
→ 0.7 | 76*
> COc1ccc(OC)c(CNS(=O)(=O)c2cc(CN3C(=O)c4cccnc4C3=O)ccc2OC)c1
→ -0.5 | 10
> CCC(=O)Nc1cc(C(=O)O)ccc1Sc1ccc(Cl)cc1
→ -2.7 | -2
> Cc1ccsc1/C=N/Nc1ccc(C(=O)O)cc1
→ 3.0 | 5
> O=C(Nc1ccc2c(c1)OCO2)C1CCN(S(=O)(=O)c2cccs2)CC1
→ 0.4 | 11
> CCCNC(=O)Cn1c(=O)oc2cc(S(=O)(=O)N3CC(C)CC(C)C3)ccc21 (configuration not stated)
→ -0.9 | 19
> Cc1ccc(NS(=O)(=O)c2ccc3[nH]c(=O)c(=O)[nH]c3c2)cc1Cl
→ 0.8 | 5
> O=C(Nc1nnc(-c2cccnc2)s1)c1cccs1
→ 0.6 | 14
> CCN(CC)c1ccc(C(=O)N/N=C/c2ccccc2OC(F)F)cc1
→ 5.1 | 74*
> CCOC(=O)N1CCC(NC(=O)C(NS(=O)(=O)c2cccc3nsnc23)c2ccccc2)CC1 (configuration not stated)
→ . | 91*
> Cc1ccc(NC(=O)CN(C)C(=O)COC(=O)CNS(=O)(=O)c2ccc(F)c(F)c2F)cc1
→ . | 12
> COc1ccc2[nH]c3nc(SCC(=O)Nc4cccc(NC(C)=O)c4)nnc3c2c1
→ 0.2 | 19
> CC1(C)Cc2noc(N)c2C(C)(C)N1OC(=O)c1cccs1
→ 0.4 | 17
> O=C(O)COc1ccccc1/C=N/NC(=O)CSc1nc2ccccc2n1Cc1ccccc1Cl
→ -1.4 | 10
> N#C/C(=C\c1ccccc1Br)C(=O)NC1CC1
→ 1.2 | 7
> Cc1c(NS(=O)(=O)c2cccc(C(=O)O)c2)c(=O)n(-c2ccccc2)n1C
→ -0.4 | 1
> CCCCNC(=O)/C(=C\c1ccc([N+](=O)[O-])o1)NC(=O)c1ccccc1
→ -0.4 | 36

# Next part:
# Fields: STK33 inh | OX1R antag
> Cn1cc(/C=C/c2nc3ccccc3c(=O)n2-c2cccc([N+](=O)[O-])c2)c2ccccc21
→ -0.9 | 26
> COc1ccccc1C(=O)NCC(=O)OCC(=O)Nc1cccc(S(=O)(=O)N(C)C)c1
→ -1.2 | 5
> COc1ccc(Nc2cc(C(=O)NCc3ccco3)c3ccccc3n2)c(OC)c1
→ -0.5 | 18
> Cc1ccc(OCCn2cc(/C=C(\C#N)C(=O)NCC3CCCO3)c3ccccc32)cc1C (configuration not stated)
→ 1.3 | 21
> CCOC(=O)c1c(C)[nH]c(C)c1S(=O)(=O)N(C)CC(=O)NCc1cccc(Br)c1
→ -0.4 | 23
> O=C(Nc1cnc2ccccc2c1)c1cccnc1
→ 2.1 | 13
> CCNC(=O)CN(c1ccc(Oc2ccccc2)cc1)S(=O)(=O)c1ccccc1
→ -0.4 | 17
> CCN(CC)C(=O)[C@]1(c2ccccc2)C[C@@H]1CN
→ 0.4 | 15
> CCOc1ccc(N(CC(=O)N2CCN(c3ccc(F)cc3)CC2)S(=O)(=O)c2c(C)noc2C)cc1
→ -0.5 | 12
> CN(C)c1ccc(C(=O)OCc2ccc(Br)cc2)cc1
→ -0.2 | 35
> O=C(NC1CC2CCC1C2)C1CCN(S(=O)(=O)c2ccc(-c3nn[nH]n3)cc2)CC1 (configuration not stated)
→ 0.5 | 20
> CCOc1ccc(N(C)S(=O)(=O)c2ccc3[nH]cc(C(=O)NCC4CCCO4)c(=O)c3c2)cc1 (configuration not stated)
→ -0.8 | 2
> COc1ccccc1/C=C/C(=O)NCC(=O)N/N=C(\CCC(=O)O)c1ccccc1
→ -1.5 | 13
> COc1ccc(C)cc1NC(=O)CN(C)C1CCCCC1
→ -0.4 | 24
> S=C(NC1CCCCC1)N1CCOCC1
→ -0.4 | 14
> COc1ccccc1NC(=S)N(Cc1cccs1)C1CCCC1
→ -1.3 | 10
> Cn1ncc2c(=O)[nH]cnc21
→ -0.7 | 0
> O=C(NCCCN1CCOCC1)c1ccc(Sc2ccc(F)cc2)c([N+](=O)[O-])c1
→ -1.5 | 16

# Whole records, looked up by structure.
# CCOc1ccc(N(C)S(=O)(=O)c2ccc3[nH]cc(C(=O)NCC4CCCO4)c(=O)c3c2)cc1 (configuration not stated) is listed with STK33 inh: -0.8; OX1R antag: 2
# COc1ccccc1NC(=S)N(Cc1cccs1)C1CCCC1 is listed with STK33 inh: -1.3; OX1R antag: 10
# S=C(NC1CCCCC1)N1CCOCC1 is listed with STK33 inh: -0.4; OX1R antag: 14
